Bioassay records deposited in PubChem by several laboratories.
m-calpain inh: calpain II (pig) inhibition; AID 1236; 0.37% of 220,000 active; inhibition, % at 16 µM; purified calpain II, fluorogenic peptide substrate, 30 min;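 active means inhibition above about 50%, limit read from the data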
eIF4E 4G PPI: inhibitors of eIF4E and eIF4G interaction in translation initiation. inhibition, % at 21.7 µM. P63073+Q04637. 0.37% of 220,000 active. TR-FRET eIF4E-eIF4GI(517-606) binding, 2 h;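 active means inhibition above about 30%, limit read from the data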;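 further: 0% = full FRET control wells and 100% = background wells lacking eIF4GI fragment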
EBV gp42 inh: blocks Epstein-Barr virus glycoprotein 42 binding. Q1HVG2. Fluorescence polarization binding assay, mP read-out. inhibition, % (tested at 21.74 µM). 0.42% of 220,000 active. AID 1085; in the data active means inhibition above about 50%
Target sequence (Q1HVG2 whole entry, looked up): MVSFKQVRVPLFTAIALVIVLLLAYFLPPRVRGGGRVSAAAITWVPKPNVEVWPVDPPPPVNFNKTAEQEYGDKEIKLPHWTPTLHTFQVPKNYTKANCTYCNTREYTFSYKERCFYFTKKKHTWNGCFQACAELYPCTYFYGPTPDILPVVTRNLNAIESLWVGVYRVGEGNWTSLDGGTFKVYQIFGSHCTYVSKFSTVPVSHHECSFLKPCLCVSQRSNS
PERK inh: human PERK inhibition, primary cell-based screen | CHO PERK-DD fusion, SEAP luminescence translation reporter | AID 1416 | inhibition, % at 5.6 µM | Q9NZJ5 | 0.17% of 220,000 active;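 active means inhibition above the mean inhibition of all tested compounds plus 3 SD, set separately per screening campaign, cut at about 2.9% in these data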;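 further: PERK kinase domain activated by AP20187 dimerizer at 100 nM; 0% = DMSO with dimerizer and 100% = rapamycin at 8.4 µM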
L929 necroptosis: blocks zVAD induced death of L929 cells. AID 1377. 0.38% of 220,000 active. viability rescue, % at 10 µM. L929 zVAD necroptosis rescue, ATP luminescence, 24 h; with zVAD 60 µM;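 active means activation, scaled between plate controls, above about 75%, limit read from the data; inactive means activation under that limit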;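 further: 0% = zVAD with DMSO and 100% = DMSO alone without zVAD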
KCC2 mod: KCC2 (human) Cl- transport modulation | Q9H2X9 | KCC2 cells, thallium flux FluoZin-2 fluorescence | B-score of Tl+ flux slope (higher = more flux/activation; lower = inhibition) at 10 µM | 2.2% of 190,000 active | AID 1456;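 active means thallium flux slope and its plate-corrected score both differing from the plate sample mean at a set confidence after two filtering rounds, in either direction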;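 further: slope of fluorescence scaled to starting intensity during 10 to 20 s after thallium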
Mdm2 ligase inh: inhibitors of human Mdm2 E3 ubiquitin ligase; cell-based MDM2 ubiquitination luciferase reporter, 2 h; 0 = plate control, 100 = twice control, blank-subtracted; signal enhancement, % at 5 µM; Q00987; 0.11% of 210,000 active; AID 1230;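 active means signal enhancement of 30% or more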;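 further: luminescence tracks abundance of the self-degrading MDM2-luciferase fusion protein; higher signal means inhibition of MDM2 E3 ligase activity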
Target sequence (Q00987 whole entry, looked up, the tested form may be a part): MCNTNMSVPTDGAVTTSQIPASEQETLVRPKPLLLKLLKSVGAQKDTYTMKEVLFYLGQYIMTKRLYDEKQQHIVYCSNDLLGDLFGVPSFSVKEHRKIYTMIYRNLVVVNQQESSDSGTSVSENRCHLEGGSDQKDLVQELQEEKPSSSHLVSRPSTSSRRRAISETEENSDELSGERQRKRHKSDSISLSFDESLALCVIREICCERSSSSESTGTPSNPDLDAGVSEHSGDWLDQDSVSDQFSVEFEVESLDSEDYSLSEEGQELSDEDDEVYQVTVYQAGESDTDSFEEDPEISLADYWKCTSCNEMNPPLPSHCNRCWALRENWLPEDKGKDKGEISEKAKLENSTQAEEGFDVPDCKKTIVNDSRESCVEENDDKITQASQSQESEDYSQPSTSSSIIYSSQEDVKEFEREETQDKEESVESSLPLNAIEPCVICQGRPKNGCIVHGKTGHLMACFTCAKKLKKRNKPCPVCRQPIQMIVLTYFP
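Material: Stable MDM2–luciferase fusion reporter cells | Amount: 2000 cells seeded into each well | Dosing: One concentration, 5 µM, with 0.2% DMSO | Incubation: 4 h cell settling then 2 h compound exposure, 37 °C | Measured by: Luciferase luminescence | Read-out basis: % enhancement relative to plate controls after blank subtraction | Benchmarks: Control and blank well means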
TNF death inh: blocks TNF-alpha induced death of Jurkat FADD-/- cells; Jurkat FADD-/- TNF necroptosis rescue, ATP luminescence, 24 h; 0 = TNF only, 100 = no-TNF cells; 0.068% of 220,000 active; activation (protection from cell death), % at 10 µM;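 active means activation, meaning protection from cell death, of at least 50% relative to plate controls; inactive means activation below 50%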;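 further: necroptosis triggered by 40 ng/mL TNF-alpha added together with compound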
Rad51 HR inh: blocks human Rad51 in homologous recombination; 0.085% of 200,000 active; hRad51 DNA strand exchange, fluorescence dequenching; Q06609; inhibition, % at 10 µM;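 active means inhibition above 40% at the single screening dose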;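 further: 0% = DMSO control wells and 100% = blanks with heterologous ssDNA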
Target sequence (Q06609 whole entry, looked up): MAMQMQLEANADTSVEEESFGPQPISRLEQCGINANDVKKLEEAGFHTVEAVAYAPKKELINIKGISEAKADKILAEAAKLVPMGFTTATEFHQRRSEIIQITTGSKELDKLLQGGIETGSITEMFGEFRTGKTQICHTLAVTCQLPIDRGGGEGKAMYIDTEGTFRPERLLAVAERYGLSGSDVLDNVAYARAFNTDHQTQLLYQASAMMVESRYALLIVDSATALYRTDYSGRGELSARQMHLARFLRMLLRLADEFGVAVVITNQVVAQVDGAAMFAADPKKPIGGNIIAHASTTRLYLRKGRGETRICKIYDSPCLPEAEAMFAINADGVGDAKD
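Assay system: Human Rad51 nucleoprotein filaments preassembled on unlabelled ssDNA | Reagent: Donor/quencher-labelled 47-bp dsDNA substrate | Doses: One concentration, 10 µM final | Times: 37 °C 15-min filament assembly, 30-min compound preincubation, 15-min exchange | Technique: Fluorescein emission 520 nm, excitation 485 nm | Benchmarks: Plate control and blank wells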
* = called active by the depositor; i = inactive; x = no result given; [ ] = remark or other dose. Rows were taken by chance. Share with any hit: about 3.6%.

SMILES,m-calpain inh,eIF4E 4G PPI,EBV gp42 inh,PERK inh,L929 necroptosis,KCC2 mod,Mdm2 ligase inh,TNF death inh,Rad51 HR inh
O=c1oc2ccccc2c2oc3cc(O)c(O)cc3c12,-21,9,12,0.0,61,0.68,-16,-9.8,x
CCOc1cc(CNC2CCCC2)cc(Cl)c1OCc1ccc(F)cc1,-26,9,-4,-0.5,0.1,-0.1,x,-0.5,10
Cc1cc(S(=O)(=O)NC2CCCCC2)ccc1OCC(=O)NCC1CCCO1 (stereo unspecified),26,2,-2,-0.2,1.8,1.5,-15,0.9,1
CCN(C(=O)/C=C/c1ccc2c(c1)OCO2)c1ccccc1,0,-2,-7,-1.1,0.1,-0.95,7,0.3,x
Cc1cc(=O)[nH]c(N/N=C/c2ccc(OC(=O)c3ccco3)cc2)n1,21,2,-10,1.1,-0.3,-0.12,-1,0.8,7
CCC(c1nnnn1C(C)(C)CC)N(CCCN1CCOCC1)Cc1cc2cccc(C)c2[nH]c1=O (stereo unspecified),1,2[fluorescence artefact?],-10,-2.2,1.9,x,-33,-1.4,-3
O=C1CN(C(=O)COC(=O)/C=C/c2ccc(OC(F)F)cc2)c2ccccc2N1,3,0,-16,0.8,0.3,-0.53,-10,-0.7,-2
CCc1ccccc1NC1=NCC(=O)N1Cc1ccc2c(c1)OCO2,-15,-4,-20,-0.2,0.9,-1.6,-4,-3.0,-2
CCN(CCCNC(=O)C1CCCN(S(=O)(=O)c2cnc[nH]2)C1)c1ccccc1 (stereo unspecified),-30,2[fluorescence artefact?],-1,0.0,0.5,0.086,-4,0.9,9
COc1ccc(NC(=O)CSc2ccccn2)cc1,1,-4,-18,0.5,-0.1,1.2,-2,1.0,6
N#CC1=C(N)Oc2cc(O)ccc2C1c1ccncc1 (stereo unspecified),-21,4,-3,1.6,-0.3,x,2,-6.1,x
COc1ccccc1CNC(=O)COC(=O)c1ccc(S(=O)(=O)N2CCCC2)cc1,12,1,-21,-0.8,1.3,-0.063,x,1.7,-3
O=C(c1ccccc1)N(Nc1ccccc1)c1ccccc1,-7,99*,-12,0.8,0.7,-0.057,5,-1.3,-3
CCOc1ccccc1NC(=O)C(NC(=O)C1CCC(C)CC1)C(C)C (stereo unspecified),-26,-4,3,0.1,4.0,-0.2,-18,-0.3,2
O=C(CCc1nc(-c2ccccc2)no1)NCC1CCCO1 (stereo unspecified),-16,-4,-3,-0.7,-0.2,0.57,-13,-0.2,x
CCCCSc1nc(C)c(C(C)=O)cc1C#N,-14,6,-15,1.1,-0.4,x,-22,-2.8,-5
Cn1nc(C(F)(F)F)c(/C=N/OC(=O)c2ccccc2Cl)c1SCc1ccc(Cl)cc1,1,-1,-10,0.9,0.1,0.03,4,-9.2,-31
C=CCn1c(N)c(C(=O)NCc2cccnc2)sc1=S,18,4,-15,-0.8,-0.3,-0.049,-10,1.0,0
CCOc1ccc(CCNC(=O)C2=C(C)C(=O)OC23CCC(C)CC3)cc1 (stereo unspecified),-16,2,-5,-0.3,x,-0.32,x,1.7,-4
COC(=O)c1c(NC(=O)/C=C/C(=O)O)sc(Cc2ccccc2)c1C,-12,7,2,0.2,0.2,-0.95,4,1.9,0
CC(C)CCNC(=O)COc1ccc2c(c1)C(=O)CC(C)(C)O2,-494,2,-8,-0.8,-0.2,x,-10,-0.3,9
COc1ccc(NC(=S)Nc2ccc3snnc3c2)cc1,4,1,2,0.7,13,x,-2,2.5,-2
COCCCNC(=S)N1CCC(NC(=O)Nc2ccc(C)cc2)CC1,9,-1,-8,0.8,0.5,-2.3,-21,1.4,x
COc1cc(/C=N/NC(=O)COc2c(C)cc([N+](=O)[O-])cc2C)ccc1OC(=O)c1ccccc1Br,-62,19[fluorescence artefact?],-5,-1.0,3.0,0.83,-2,1.5,7
CS(=O)(=O)N(CC(=O)N1CCN(c2ccccc2)CC1)C1CCCCC1,-12,4,-6,-1.2,0.7,-1.2,-7,-0.4,-3

(further entries)
SMILES,m-calpain inh,eIF4E 4G PPI,EBV gp42 inh,PERK inh,L929 necroptosis,KCC2 mod,Mdm2 ligase inh,TNF death inh,Rad51 HR inh
COc1ccc(/C=N/NC(=O)c2ccoc2C)cc1OC,-6,10,-16,0.8,2.5,-0.16,-1,2.1,-9
CCCOc1cc(C)c(S(=O)(=O)n2ccc(C)n2)cc1C,-8,2,-10,0.1,0.0,x,-13,-0.3,-3
COc1ccc(-c2nc(C)ncc2-c2csc(C)n2)c(O)c1,-2,4,-22,0.3,0.5,-0.6,x,0.7,7
NC(=O)C1CCN(C(=O)Cc2ccc([N+](=O)[O-])cc2)CC1,8,2,1,-0.2,0.1,0.69,-11,0.9,-10
Cc1cc(O)c(-c2cc(C(=O)Nc3cccnc3)[nH]n2)cc1C,4,-1,-2,0.3,-0.1,-0.8,-14,-0.9,-4
COc1cc(/C=C2\SC(=S)N(N3CCOCC3)C2=O)cc(OC)c1OC,-1,2,-8,1.2,0.5,0.62,7,2.6,-1
CC(=O)c1cccc(NC(=O)c2cc(-c3ccc(F)cc3)on2)c1,10,-4,-43,0.1,0.0,x,-25,-0.5,-2
O=S(=O)(Oc1ccccc1/C=N/n1cnnc1)c1ccccc1,-4,2,-4,0.0,0.9,-0.098,0,-2.8,2
COc1cc(-c2nc3ccccn3c2NCC2CCCO2)ccc1O (stereo unspecified),i,5,-5,0.1,1.4,-0.6,-25,-8.4,2
COC(=O)C1=NN(c2ccccc2)C2(S1)SC(C(C)=O)=C(C)N2c1ccccc1 (stereo unspecified),-20,4,-3,-0.7,-0.1,-0.38,5,-1.7,-6
Cc1ccc(S(=O)(=O)N2CCN(C(=O)CSc3nnnn3C)C2)cc1,-39,3,2,-0.9,0.1,x,7,-0.3,6
CC(NC(=O)Cn1ccsc1=N)C12CC3CC(CC(C3)C1)C2 (stereo unspecified),16,-2[fluorescence artefact?],-7,-0.7,-0.3,-0.07,-20,-2.8,0
O=C1NC(=O)C2(COC(c3ccccc3Cl)OC2)S1 (stereo unspecified),-3,4,-19,0.4,0.1,-0.3,x,1.1,x
CNC(=O)CN(c1cccc2ccccc12)S(C)(=O)=O,1,-12,-5,-0.2,-0.2,0.79,3,-1.6,11
CC(C)Oc1ccc(C2C(C#N)=C(N)Oc3c2oc(CO)cc3=O)cc1 (stereo unspecified),23,1,5,0.7,1.1,-1.6,-24,-1.0,5
CC(=O)Nc1ccc2c(c1)c1ccccc1n2C(C)=O,1,11,-13,0.0,2.4,-0.86,7,2.1,-23
C/C(=N\Nc1ccccn1)c1ccc(C#N)cc1,14,2,-1,-0.3,35,-0.042,-12,2.8,-8
CCCCCSc1nncc(=O)[nH]1,-34,-11,-16,1.1,-0.1,-0.22,-7,0.4,-15
CCNC(=S)NC1CC2CCCC(C1)N2Cc1ccco1 (stereo unspecified),2,3[fluorescence artefact?],-9,1.0,-0.3,-0.38,-2,-2.9,5
COc1cccc(-c2cc(C(=O)NCCN3CCOCC3)no2)c1,-18,-3,-10,0.3,0.3,0.51,-18,-1.2,-1
CC(=O)c1c(C)[nH]c(C(=O)N2CCc3ccccc3C2)c1C,5,-2[fluorescence artefact?],-5,0.4,2.1,-1.1,-19,-5.8,-1
CC(C)(CNC(=O)c1cccs1)CNC(=O)c1cccs1,0,3[fluorescence artefact?],-16,-0.8,0.1,0.005,-7,0.1,-3
Nc1ccc(N2CCCCC2)cc1N1CCCCC1,15,19[fluorescence artefact?],0,0.4,0.1,0.27,5,-14,x
COCCn1c(=S)[nH]c2ccc(N(C)C)cc2c1=O,i,-2,22,1.2,-0.3,3.2*,-10,-0.2,8
O=C(CCc1ccccc1)Nc1nc2n(n1)C(c1ccc(Cl)cc1)CC(=O)N2 (stereo unspecified),-16,-2,-9,0.0,0.9,-0.074,-4,-1.5,6

Reprinted from the part before: three entries, followed by the next part.
SMILES,m-calpain inh,eIF4E 4G PPI,EBV gp42 inh,PERK inh,L929 necroptosis,KCC2 mod,Mdm2 ligase inh,TNF death inh,Rad51 HR inh
Nc1ccc(N2CCCCC2)cc1N1CCCCC1,15,19[fluorescence artefact?],0,0.4,0.1,0.27,5,-14,x
COCCn1c(=S)[nH]c2ccc(N(C)C)cc2c1=O,i,-2,22,1.2,-0.3,3.2*,-10,-0.2,8
O=C(CCc1ccccc1)Nc1nc2n(n1)C(c1ccc(Cl)cc1)CC(=O)N2 (stereo unspecified),-16,-2,-9,0.0,0.9,-0.074,-4,-1.5,6
O=C(NCc1ccccc1)C1CCCN(S(=O)(=O)c2cccs2)C1 (stereo unspecified),-45,-7[fluorescence artefact?],-9,-1.2,0.9,0.092,3,1.4,8
O=C(CN(C(=O)c1cccc([N+](=O)[O-])c1)C1CCCCC1)Nc1ccc(Cl)c([N+](=O)[O-])c1,8,8,6,0.7,1.2,0.3,3,2.1,14
CCCC1=NN(C(=O)CCc2ccccc2O)C(O)(C(F)(F)F)C1 (stereo unspecified),28,4,-40,-0.1,-0.2,-0.45,-14,0.2,-9
CNC(=O)COC(=O)c1cc(-c2ccco2)nc2ccccc12,-311,38*,31,0.1,-0.5,0.17,-11,-3.5,-25
COc1ccccc1OCc1nc(C#N)c(NCc2ccco2)o1,23,-1,-10,0.1,0.0,-1,-8,-0.9,4
CC1CC(C)CN(C(=S)Nc2ccc3nc4n(c(=O)c3c2)CCCCC4)C1 (stereo unspecified),7,-4,-1,-0.7,2.6,0.63,-13,2.9,6
COC(=O)c1sc(-c2ccccc2)cc1NC(=O)c1ccc(F)cc1,6,-9,-3,0.7,1.1,1.5,-8,1.1,8
CC(C)(C)C(=O)COc1ccccc1[N+](=O)[O-],-19,-2,-5,0.9,45,-1.9,-5,5.3,6
Nc1nc(CN2CCN(c3ccc(F)cc3)CC2)nc(N2CCCc3ccccc32)n1,-47,-3,-14,-0.2,-0.1,-0.6,-23,-0.6,1

Random excerpt: two compounds from above
SMILES,m-calpain inh,eIF4E 4G PPI,EBV gp42 inh,PERK inh,L929 necroptosis,KCC2 mod,Mdm2 ligase inh,TNF death inh,Rad51 HR inh
CC1CC(C)CN(C(=S)Nc2ccc3nc4n(c(=O)c3c2)CCCCC4)C1 (stereo unspecified),7,-4,-1,-0.7,2.6,0.63,-13,2.9,6
Nc1nc(CN2CCN(c3ccc(F)cc3)CC2)nc(N2CCCc3ccccc32)n1,-47,-3,-14,-0.2,-0.1,-0.6,-23,-0.6,1

A few values from the results shown.
`CNC(=O)COC(=O)c1cc(-c2ccco2)nc2ccccc12` in Rad51 HR inh shows -25
`Nc1nc(CN2CCN(c3ccc(F)cc3)CC2)nc(N2CCCc3ccccc32)n1` in KCC2 mod shows -0.6
`O=C(CN(C(=O)c1cccc([N+](=O)[O-])c1)C1CCCCC1)Nc1ccc(Cl)c([N+](=O)[O-])c1` in KCC2 mod shows 0.3
`CC(C)(C)C(=O)COc1ccccc1[N+](=O)[O-]` in Mdm2 ligase inh shows -5
